Compound activity deposited in PubChem BioAssay by several laboratories.
XIAP displacement – XIAP antagonists, biochemical, IAP family, fluorescence polarization (AID 1018); XIAP BIR domain, fluorescence polarization peptide displacement; higher % means a stronger effect; one-dose displacement, % at 20 µM; IC50 in µM for titrated hits; 200,000 tested, 0.007% active; in the data active means displacement above about 50%; further: a part of the inactive calls stands beside numbers as strong as those of hits
Siah-1 displacement – Siah-1 peptide-binding antagonists, primary screen, biochemical, fluorescence polarization, rhodamine-plectin, uHTS (AID 1817); Siah-1 / rhodamine-plectin peptide fluorescence polarization; higher % means a stronger effect; 290,000 tested, 0.02% active; displacement, % at 20 µM; hits with a dose series show IC50 in µM;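 active means displacement of at least 50% at 20 µM, with a fluorescence ratio check between 0.3 and a set limit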;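 further: plate controls were Siah plus tracer with DMSO for no effect and tracer alone without Siah for full effect; strong numbers were not always called active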
Myeloid diff MLP – promotes myeloid progenitor differentiation; calls only at 10 µM; ER-HoxA9 myeloid progenitors, lysozyme-GFP differentiation, flow cytometry; 360,000 tested, 1% active;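 active means normalized GFP-positive differentiation at or above the plate's own cutoff, the solvent-only control mean plus 3 SD; inconclusive means no clear call, values can overlap the other calls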;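 further: cells exposed to compound for four days before flow analysis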
Lipid droplet – hepatic lipid droplet formation modulation. AML12 mouse hepatocytes, oleate lipid droplets, BODIPY imaging. AID 1656. 240,000 tested, 0.4% active. inhibition, % at 6.5 µM;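 active means lipid droplet intensity inhibited by at least 50%, with more than 500 cells counted; inconclusive means wells with under 300 cells, treated as cytotoxic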
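Assay system: AML12 mouse liver cells | Compound: 6.5 µM single-point dosing | Schedule: Overnight exposure | Technique: Fluorescence imaging, 20x objective, two fields per well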
AID2073 – inhibitors of Mint1-CaV2.2 protein interaction, biochemical, HTRF (AID 2073) | 290,000 tested, 0.19% active | HTRF protein-protein interaction, Mint1-CaV2.2; higher % means a stronger effect | inhibition, % at 20 µM, or IC50 in µM where a hit was titrated; in the data active means inhibition mostly above about 51%, no sharp cut-off; inconclusive means no clear call, values can overlap the other calls; inactive means mostly below about 53%; further: some results filed as inactive read as strong as hits
HEK293 NOD2/NF-kB – inhibition of NOD2-driven NF-kB reporter – cell-based, luminescence, uHTS, HEK293 (AID 1566). 290,000 tested, 0.63% active. one-dose inhibition, % at 4 µM; EC50 in µM for titrated hits. HEK293 NOD2/NF-kB luciferase reporter, luminescence; higher % means a stronger effect; further: many of its hits are not listed in these tables
HIV fusion peptide – inhibitors of HIV fusion peptide binding, primary screen, biochemical, uHTS, fluorescence dequenching (AID 1986); cell-free peptide binding, fluorescence dequenching, 30 min; higher % means a stronger effect; one-dose inhibition, % at 20 µM; IC50 in µM for titrated hits; 290,000 tested, 0.3% active; in the data active means inhibition mostly above about 52%, no sharp cut-off; inactive means mostly below about 76%; further: some results filed as inactive read as strong as hits
NS5 inhibitors – flavivirus cap methylation enzyme inhibition – biochemical, confirmation dose response, primary screen (AID 588689) | inhibition, % at 25 µM, or IC50 in µM where a hit was titrated | Dengue-2 NS5 methyltransferase capping enzyme assay, biochemical; higher % means a stronger effect | 340,000 tested, 0.3% active; in the data active means a potency from the dose series; inconclusive means inhibition above about 29% without an active follow-up result
LYP phosphatase – inhibitors of LYP phosphatase, biochemical, fluorescence intensity, uHTS (AID 1779); recombinant LYP phosphatase, fluorescence intensity; higher % means a stronger effect; inhibition, % at 11.5 µM, or IC50 in µM where a hit was titrated; 290,000 tested, 0.054% active;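 further: plate controls were vehicle with enzyme for no effect and no enzyme for full effect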
Lipid droplet cells 6.5 µM – second read-out of Lipid droplet, no call of its own (marks repeat the call); cell count; measured here: cell count, cytotoxicity flag;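 cells counted across two imaged fields per well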
Myeloid diff MLP GFP+ MAC1+ % – further read-out of Myeloid diff MLP, marked with its call; GFP+ MAC1+ double positive, %; measured here: differentiation confirmed by MAC1 staining
Starred values were filed as active, the others as inactive; i = inactive; ? = inconclusive; . = no result given. Unless noted, no stated cut-off is given here; in the data, active means inhibition above about 50%; inactive means the rest. This is a subset; the hit share may differ from the screen's.

SMILES	XIAP displacement	Siah-1 displacement	Myeloid diff MLP	Myeloid diff MLP GFP+ MAC1+ %	Lipid droplet	Lipid droplet cells 6.5 µM	AID2073	HEK293 NOD2/NF-kB	HIV fusion peptide	NS5 inhibitors	LYP phosphatase
COc1ccc(Nc2nc(N)c([N+](=O)[O-])c(NC3CCCCC3)n2)cc1	.	1.5%	?	.	-2.9	760	9.9%	-4.6%	-2.6%	-2.0%	3.5%
CC(=O)N1C(C)c2ccccc2C(C)(C)CC12CCCCC2 (configuration not stated)	-8.5%	10.9%	i	1.0	-1.3	660	8.0%	-22.1%	-1.8%	1.5%	-1.0%
CCCC(CCC)=NNC(=O)c1ccccc1F	-13.8%	-6.6%	i	0.5	-13.1	702	0.1%	-9.6%	-2.9%	-8.1%	-4.6%
COc1ccc(S(=O)(=O)N(C)C)cc1NC(=O)Cc1cccs1	-5.4%	-4.9%	i	0.4	3.5	659	2.8%	7.1%	-2.6%	3.8%	-5.1%
COc1cc(-c2ccc(NC(=O)NC3CC3)c(OC)c2)ccc1NC(=O)NC1CC1	.	-2.2%	.	.	0.9	703	12.5%	-76.8%	0.5%	.	3.3%
O=C(CCc1nc2ccccc2c(=O)[nH]1)OCC(=O)c1ccc(C2CCCCC2)cc1	1.8%	1.0%	i	0.9	-5.2	603	8.2%	6.0%	1.8%	12.4%	-4.8%
CCCC(c1nnnn1Cc1ccccc1)N1CCN(c2ccccc2OC)CC1 (configuration not stated)	-3.9%	3.8%	i	0.8	.	.	-7.8%	-14.8%	2.2%	-13.0%	-0.7%
COc1ccc2nc(NC(=O)C3CCN(S(=O)(=O)c4cccc5nsnc45)CC3)sc2c1	-7.8%	-0.8%	?	.	.	.	16.2%	34.4%	-1.7%	6.6%	0.9%
OC1CCC(Nc2ncnc3sccc23)CC1 (configuration not stated)	.	2.5%	i	0.8	18.5	835	11.4%	-1.5%	0.0%	-9.9%	-6.1%
Cc1onc(C(=O)N2CCN(c3ccccc3F)CC2)c1-c1ccccc1Cl	-5.7%	-5.6%	i	1.0	12.7	676	20.3%	3.4%	0.3%	-3.6%	-4.6%
Cn1c(SCC(=O)Nc2ccccc2F)nnc1-c1cccs1	.	7.7%	i	0.7	5.9	809	7.6%	13.6%	0.4%	-1.8%	-9.9%
CC(=O)C1=C(O)C(=O)N(c2ccc(O)cc2)C1c1ccc(Cl)cc1 (configuration not stated)	.	4.2%	i	0.6	-7.9	817	16.7%	12.4%	-1.9%	-4.6%	-8.2%
CCN(CCO)C1CC(=O)N(c2ccccc2C)C1=O (configuration not stated)	-4.1%	2.8%	i	1.3	-36.1	684	45.2%	1.8%	1.5%	-6.4%	-4.0%
Cc1ccc(-n2[nH]c(C)c(/C=N/NC(=O)c3cccc([N+](=O)[O-])c3)c2=O)cc1C	-9.0%	-9.5%	.	.	-3.9	483	4.1%	18.1%	7.0%	.	-3.6%
O=C(CC(c1ccccc1)c1ccccc1)Nc1nn[nH]n1	-7.7%	-0.8%	i	0.2	6.6	714	3.1%	15.0%	4.0%	-6.0%	-6.5%
CC(C)C[C@H](NC(=O)N1CCn2c1nc1ccccc12)C(=O)NC1CCCCC1	.	41.5%	i	1.2	-0.4	750	-1.8%	3.9%	0.7%	-5.0%	-6.6%
COC(=O)c1ccc(Oc2nc(SC)nc(N(C)C)n2)cc1	.	-4.2%	i	0.5	-13.9	712	3.4%	6.4%	-0.5%	.	-9.0%
CCOC(=O)c1c(N)sc(C(N)=O)c1C	-0.8%	-4.1%	i	0.9	.	.	?	8.1%	-2.2%	-5.5%	-5.4%
CCc1nc(SCC(=O)Nc2ccc(Br)cn2)n[nH]1	.	10.7%	i	0.5	9.6	660	17.3%	21.9%	-1.5%	-6.7%	-10.2%
COc1ccc(C2CC(c3ccccc3)=NN2C(=O)COC(=O)c2cnc(Cl)c(Cl)c2)cc1 (configuration not stated)	-8.2%	1.8%	i	0.5	-8.6	597	-3.1%	-2.9%	-2.2%	-10.2%	-6.4%
Nc1c(Cl)cc(Cl)cc1C(=O)OCC(=O)N1CCOCC1	-5.2%	-8.9%	i	1.7	4.4	684	15.7%	14.8%	-3.4%	2.4%	-13.5%
COc1cccc(N(C(=O)c2snc(C(N)=O)c2N)C(C(=O)NCC2CCCO2)c2ccc(C)o2)c1 (configuration not stated)	.	6.4%	i	1.8	2.1	778	12.8%	6.1%	1.1%	1.6%	-4.2%
COc1ccc(NC(=O)CSc2nnc(-c3cc(C)[nH]n3)n2N)cc1	.	4.8%	i	1.0	-7.9	658	-5.0%	6.0%	1.6%	-10.4%	-7.9%
C#CC[N+](C)(C)CC#Cc1ccc(Cl)cc1	-4.2%	1.5%	i	10.0	20.1	554	12.2%	8.8%	2.1%	-3.6%	-8.1%
O=C(N/N=C/c1ccccc1C(F)(F)F)c1ccc2nc[nH]c2c1	.	-0.7%	?	.	-11.3	741	-0.8%	0.3%	-0.2%	2.7%	-6.8%
C/C(=N\NC(=O)C1COc2ccccc2O1)c1ccc(N2CCOCC2)cc1 (configuration not stated)	-3.7%	3.4%	i	0.2	-4.3	690	-7.9%	18.2%	1.5%	-1.5%	1.0%
O=C(O)C1CCN(Cc2ccccn2)CC1	-1.1%	-4.3%	i	0.9	3.8	713	1.4%	0.6%	0.9%	2.9%	0.6%
O=C(NCCN1CCN(c2ccccc2)CC1)C1CCN(S(=O)(=O)c2cccc3nsnc23)CC1	-1.5%	3.3%	i	0.8	-21.4	698	-7.4%	11.4%	-0.1%	-7.0%	-2.5%
O=C(Nc1ccc2c(c1)OCCO2)c1cc2sccc2n1Cc1ccccc1	-2.7%	0.1%	i	0.2	.	.	44.9%	10.1%	1.4%	-4.0%	5.5%
Cc1csc(CN(C)C(=O)CC2C(=O)NCCN2Cc2ccc(F)c(F)c2)n1 (configuration not stated)	.	-3.2%	i	7.8	-3.7	793	6.8%	-4.2%	2.6%	1.0%	-6.6%
CCC(C)(C)n1nnnc1C(c1cc2cccc(C)c2[nH]c1=O)N1CCN(C(=O)c2ccco2)CC1 (configuration not stated)	-5.4%	-1.7%	i	4.8	.	.	58.7%	18.2%	-2.9%	-8.9%	-4.6%
Cc1cc(C)cc(OCC(=O)OCC(=O)Nc2ccc(Cl)cn2)c1	-7.1%	-1.5%	i	0.0	.	.	-5.7%	20.8%	-1.5%	.	-8.1%
C/C(CC(=O)Nc1ccc(C)cc1C)=N\NC(=O)C(C)C	9.8%	10.3%	i	0.2	23.8	717	4.6%	8.9%	0.3%	-4.5%	-7.2%
Cc1noc(C)c1CSc1nc2sc3c(c2c(=O)n1C)CCCC3	-3.3%	-3.5%	i	6.5	.	.	1.7%	18.1%	-3.9%	-5.7%	1.9%
CN(C)c1ccc(CNC(=O)C2CCC(CNc3c(N4CCCCC4)c(=O)c3=O)CC2)cc1 (configuration not stated)	.	-1.2%	i	1.1	0.6	622	3.8%	8.6%	-1.8%	-0.8%	1.6%
COCCn1c(=NC(=O)c2ccc(S(=O)(=O)N3CCc4ccccc4C3)cc2)sc2cc(S(N)(=O)=O)ccc21	-4.8%	1.9%	i	1.9	-20.9	688	41.6%	6.6%	11.3%	-1.9%	0.6%
CC(C)C(=O)Nc1ccc(C(=O)NNC(=O)C(c2ccccc2)c2ccccc2)cc1	-0.7%	7.9%	i	1.7	.	.	-3.6%	-0.2%	-3.5%	-7.6%	-3.9%
CN(C)C(=O)c1ccc2c(c1)n(C)c(=O)n2C	-4.8%	1.7%	i	1.0	40.6	759	9.7%	12.6%	1.8%	-2.0%	-2.9%
CCc1cc(=O)[nH]c(-n2[nH]c(-c3ccccc3)cc2=O)n1	-2.9%	-9.9%	i	0.6	1.1	730	-3.1%	-1.0%	7.8%	-1.5%	2.6%
CCc1cccc(NC(=O)C2CCN(S(=O)(=O)c3c(C)noc3C)CC2)c1	-6.2%	-0.5%	i	0.4	9.3	736	22.9%	-13.0%	0.5%	.	-0.2%
O=C(CCS(=O)(=O)c1ccc2c(c1)NC(=O)CS2)NCCc1ccccc1	.	0.2%	i	0.6	-0.8	767	15.1%	16.5%	3.1%	-15.6%	-10.7%
COC(=O)c1cn(C(=O)c2cccc(C)c2)c2ccccc12	-7.0%	2.3%	i	0.2	-14.7	659	10.6%	1.7%	0.7%	0.8%	5.1%

11 entries already listed, ordered by SMILES length, ascending:
SMILES	XIAP displacement	Siah-1 displacement	Myeloid diff MLP	Myeloid diff MLP GFP+ MAC1+ %	Lipid droplet	Lipid droplet cells 6.5 µM	AID2073	HEK293 NOD2/NF-kB	HIV fusion peptide	NS5 inhibitors	LYP phosphatase
CN(C)C(=O)c1ccc2c(c1)n(C)c(=O)n2C	-4.8%	1.7%	i	1.0	40.6	759	9.7%	12.6%	1.8%	-2.0%	-2.9%
C/C(CC(=O)Nc1ccc(C)cc1C)=N\NC(=O)C(C)C	9.8%	10.3%	i	0.2	23.8	717	4.6%	8.9%	0.3%	-4.5%	-7.2%
Cc1noc(C)c1CSc1nc2sc3c(c2c(=O)n1C)CCCC3	-3.3%	-3.5%	i	6.5	.	.	1.7%	18.1%	-3.9%	-5.7%	1.9%
Cc1cc(C)cc(OCC(=O)OCC(=O)Nc2ccc(Cl)cn2)c1	-7.1%	-1.5%	i	0.0	.	.	-5.7%	20.8%	-1.5%	.	-8.1%
CCc1cc(=O)[nH]c(-n2[nH]c(-c3ccccc3)cc2=O)n1	-2.9%	-9.9%	i	0.6	1.1	730	-3.1%	-1.0%	7.8%	-1.5%	2.6%
O=C(CCS(=O)(=O)c1ccc2c(c1)NC(=O)CS2)NCCc1ccccc1	.	0.2%	i	0.6	-0.8	767	15.1%	16.5%	3.1%	-15.6%	-10.7%
Cc1csc(CN(C)C(=O)CC2C(=O)NCCN2Cc2ccc(F)c(F)c2)n1 (configuration not stated)	.	-3.2%	i	7.8	-3.7	793	6.8%	-4.2%	2.6%	1.0%	-6.6%
CC(C)C(=O)Nc1ccc(C(=O)NNC(=O)C(c2ccccc2)c2ccccc2)cc1	-0.7%	7.9%	i	1.7	.	.	-3.6%	-0.2%	-3.5%	-7.6%	-3.9%
CN(C)c1ccc(CNC(=O)C2CCC(CNc3c(N4CCCCC4)c(=O)c3=O)CC2)cc1 (configuration not stated)	.	-1.2%	i	1.1	0.6	622	3.8%	8.6%	-1.8%	-0.8%	1.6%
CCC(C)(C)n1nnnc1C(c1cc2cccc(C)c2[nH]c1=O)N1CCN(C(=O)c2ccco2)CC1 (configuration not stated)	-5.4%	-1.7%	i	4.8	.	.	58.7%	18.2%	-2.9%	-8.9%	-4.6%
COCCn1c(=NC(=O)c2ccc(S(=O)(=O)N3CCc4ccccc4C3)cc2)sc2cc(S(N)(=O)=O)ccc21	-4.8%	1.9%	i	1.9	-20.9	688	41.6%	6.6%	11.3%	-1.9%	0.6%
